Screening data from PubChem BioAssay.
STAT1 activator: STAT1 signaling activation. NIH 3T3 STAT1-luciferase reporter, IFN-gamma, luminescence; 100% = IFN-gamma alone, no compound. activation (% of control), % at 5.5 µM. actives 2.6% (n = 200,000). AID 932;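 active = activation above the screen-wide mean activation plus 3 SD, cut at about 130% in these data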;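 note: raw ratio to IFN-gamma control signal so 100% means no change and 0% no light; values of inactives mirror those of a sister screen read the other way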
APP transl inh: APP translation inhibition; SH-SY5Y APP 5'UTR-luciferase reporter, luminescence; inhibition, % at 2 µM; actives 0.82% (n = 190,000); AID 1285;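 active = inhibition above a set limit, derived from the sample mean plus 3 SD, cut at about 45% in these data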; note: values of inactives mirror those of a sister screen read the other way
G6PDH CS: inhibits Leuconostoc G6PDH, flagging false hits in G6PDH-based assays. Purified L. mesenteroides G6PDH, diaphorase/resazurin coupled fluorescence, 45 min. inhibition, % at 5 µM. AID 1020. actives 0.12% (n = 200,000); in the data active = inhibition above about 50%
Redox H2O2 prof: compounds producing H2O2 with reducing agent – biochemical, NIH compound library profiling, artefact control for MLSCN library redox annotation, primary screen | DTT-dependent redox cycling H2O2, phenol red/HRP absorbance; 100% = 100 µM peroxide control, 0% = buffer | activation, % at 10 µM | actives 0.03% (n = 200,000);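 active = activation of at least 50% relative to the plate's high and low controls in the primary single-dose screen; inactive = activation below 50%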;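 note: compound incubated with DTT at 0.8 mM final as the reducing agent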
NF-kB expr up: NF-kB expression increase, human neuronal cells | NF-kB reporter expression; active compounds read high | fold change at 12.5 µM | actives 1.6% (n = 190,000); in the data active = fold change above about 3.3
FLuc stim CS: firefly luciferase counter-screen for stimulation assays | 200,000 tested, under 10 active | ATPlite luciferase biochemical, luminescence, 10 min; 0 = ATP-free wells, 1 = DMSO control | P08659 | activation factor at 10 µM;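 active = luciferase activation factor, scaled between plate controls, of at least 2 with compound at 10 µM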
Target sequence (P08659 whole entry, looked up): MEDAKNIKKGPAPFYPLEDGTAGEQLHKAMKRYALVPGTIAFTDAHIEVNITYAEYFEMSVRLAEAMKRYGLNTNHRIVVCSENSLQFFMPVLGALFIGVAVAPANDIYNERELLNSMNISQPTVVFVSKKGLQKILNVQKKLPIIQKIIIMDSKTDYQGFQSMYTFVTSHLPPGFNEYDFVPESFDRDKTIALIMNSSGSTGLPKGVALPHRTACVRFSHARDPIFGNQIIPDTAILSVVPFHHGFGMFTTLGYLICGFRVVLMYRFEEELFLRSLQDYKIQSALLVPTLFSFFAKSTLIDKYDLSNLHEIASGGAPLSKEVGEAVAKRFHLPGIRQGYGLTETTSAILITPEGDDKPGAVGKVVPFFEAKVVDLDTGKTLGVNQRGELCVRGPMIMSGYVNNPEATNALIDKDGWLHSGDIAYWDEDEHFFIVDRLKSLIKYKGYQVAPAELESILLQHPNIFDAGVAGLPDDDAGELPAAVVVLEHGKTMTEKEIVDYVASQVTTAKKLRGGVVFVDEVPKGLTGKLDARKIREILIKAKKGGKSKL
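Assay system – cell-free luciferase reagent · Medium – PBS-based ATP solution · Dosing – test compounds dosed from 2 mM stocks in 100% DMSO · Timing – 10 min, room temperature · Technique – light output (luminescence) · Measure – luminescence gain marking luciferase activators · Controls – No-ATP low control, compound-free enzyme-plus-ATP high control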
APP 5'UTR act: activates APP 5'UTR luciferase reporter; activation, % at 2 µM; SH-SY5Y APP 5'UTR luciferase reporter, luminescence; zero percent = DMSO vehicle wells; actives 1% (n = 190,000);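 active = activation above a set limit, based on mean plus 3 SD of controls, cut at about 140% in these data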; note: values of inactives mirror those of a sister screen read the other way
HMGR II inh: E. faecalis class II HMG-CoA reductase inhibition; purified E. faecalis HMGR, NADPH absorbance 340 nm kinetic; inhibition, % at 10 µM; actives 0.41% (n = 190,000);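 active = inhibition above a set limit, the median over all tested compounds plus 3 SD, cut at about 9.5% in these data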;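 note: enzyme runs in reverse so mevalonate oxidation gives rising NADPH absorbance; 0% = complete reaction with DMSO and 100% = background rate lacking mevalonate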
Hsp70 activator: transcriptional activators of Hsp70 | activation, % at 10 µM | HeLa Hsp70 promoter luciferase reporter, luminescence; scaled: vehicle 0, proteasome-inhibitor control 100% | actives 0.04% (n = 200,000) | AID 1203;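 active = activation above the mean across all tested compounds plus 3 SD, cutoff set per campaign, cut at about 5.5% in these data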;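 note: 100% = MG132 at 30 µM as the positive control and 0% = DMSO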
FLuc inhib CS: Photinus pyralis luciferase inhibition counter-screen; P08659; ATPLite firefly luciferase biochemical luminescence, 10 min; inhibition, % at 10 µM; actives 1.5% (n = 200,000); AID 1006;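 active = inhibition above about 50% when tested at 10 µM, limit read from the data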
Numbers without * were called inactive; . = no result given.

SMILES	STAT1 activator	APP transl inh	G6PDH CS	Redox H2O2 prof	NF-kB expr up	FLuc stim CS	APP 5'UTR act	HMGR II inh	Hsp70 activator	FLuc inhib CS
COC(=O)c1ccc(OCC(O)CN2C(=O)c3ccccc3S2(=O)=O)cc1 (configuration not stated)	95	-2	8	0.1	1.1	1	2	-4	-0.1	1
COc1ccc(C2=NN(c3nc(C(=O)O)cs3)C(O)(C(F)(F)F)C2)c(OC)c1 (configuration not stated)	102	-13	13	-1.9	1.2	0.8	13	-2	-0.1	18
O=[N+]([O-])c1ccc(Nc2nc(NC3CCCCC3)nc(N3CCCC3)n2)cc1	88	-5	3	1.5	0.92	1.1	5	-2	-0.3	-7
Cc1cccc(CN(CC(=O)N/N=C/c2ccco2)S(=O)(=O)c2ccc(Cl)cc2)c1	101	-13	3	10	1.1	1	13	-3	-0.4	0
COc1ccc(NC(=O)CN(c2cccc(C(F)(F)F)c2)S(C)(=O)=O)cc1OC	100	-5	1	0.1	0.98	1.1	5	-3	0.0	-6
C/C(=N/NC(=O)c1ccoc1C)c1ccc(N2CCOCC2)cc1	146*	-202	11	0.0	1.8	1	202*	-12	0.2	4
O=C(NNC(=O)C1CCCCC1)C(=O)NC1CCCCC1	103	-4	18	1.7	1	1.1	4	-5	0.7	-7
O=C(Nc1ccccc1N1CCCCC1)c1ncoc1-c1ccc(F)cc1	98	25	-31	4.1	1.2	1.1	-25	2	-0.1	-6
CCCCn1nnnc1SCC(=O)Nc1ccc2c(c1)OCO2	100	-12	2	3.4	1.1	1	13	-3	-0.4	0
CCOC(=O)C1CCCN(CCC(=O)Nc2ccc3c(c2)CCC3)C1 (configuration not stated)	108	3	2	1.2	1.2	1	-3	-6	0.0	-3
Cc1cccc(NC(NC(=O)c2cccnc2)C(Cl)(Cl)Cl)c1 (configuration not stated)	99	-9	-5	-5.5	0.97	1.1	9	-5	-0.1	-7
C=CCSC1=N/C(=C\c2cc(OC)c3c(c2)OCO3)C(=O)S1	102	-1	5	-4.7	1.4	1	1	0	-0.5	-4
COc1ccc(N(CC(=O)Nc2ccccc2C(=O)NCc2ccco2)S(C)(=O)=O)cc1	100	12	3	0.2	1.1	1	-11	2	0.1	0
CN1CC(=O)N(CC(=O)Nc2cccc(S(=O)(=O)N3CCOCC3)c2)C1=O	101	-9	6	-0.2	1.1	1	9	0	-0.1	-1
COc1ccccc1S(=O)Cc1ccc(C(=O)NC2CCCC2)o1 (configuration not stated)	96	0	2	-0.4	1.1	1.1	0	-5	-0.3	-8
O=S(=O)(c1ccccc1)N1CCC(N2CCCCCC2)CC1	100	16	8	0.2	0.89	1.1	-16	-4	-0.1	-7
COC(=O)CCCC(=O)N1CCOCCN(C(=O)CCCC(=O)OC)CCOCC1	89	2	3	0.2	1	1	-1	2	-0.4	2
COCCn1c(N)c(C(=O)NCc2cccs2)c2nc3ccccc3nc21	96	-5	25	-4.0	0.84	1.1	5	4	0.1	-8
CCCCNC(=S)N1CCN(C)CC1	99	23	13	0.4	1.4	1	-23	-1	-0.1	-1
COc1ccc(NC(=O)c2cn(-c3ccccc3)nc2-c2ccncc2)cc1	89	10	-2	-0.5	0.71	1	-10	1	0.1	3
O=C1c2cccc3c([N+](=O)[O-])ccc(c23)C(=O)N1CC1CCCO1 (configuration not stated)	89	53*	1	-0.7	1.2	1.1	-53	-1	-0.3	-7
O=C(Nc1nc(-c2ccc(Br)cc2)cs1)c1cccnc1	93	-21	-1	-2.6	1	1.1	21	4	-0.2	-8
CN(C)S(=O)(=O)N(CC(=O)NCc1ccccc1)c1ccccc1	105	7	11	2.9	0.93	1	-7	-3	-0.3	-4
O=C1N(CN2C(=O)C3(OCCO3)c3ccccc32)c2ccccc2C12OCCO2	102	-11	12	-1.1	0.78	1.1	11	0	-0.2	-8
COc1ccc(N(CC(=O)Nc2cccc(SC)c2)S(C)(=O)=O)cc1Cl	101	10	16	-1.0	1	1	-10	-1	0.3	0
O=C(CSc1nc(O)cc(=O)[nH]1)N1CCCc2ccccc21	100	10	5	2.8	0.78	1	-10	-1	-0.2	0
O=C(CN1CCN(c2ccccc2)CC1)Nc1ccc(OCc2ccccc2)cc1	104	-10	3	-3.6	1	1	10	-5	-0.3	-4
Cc1ccc(C(=O)NCC2CCCO2)o1 (configuration not stated)	105	-9	7	0.0	1	1.1	9	-3	-0.1	-6
CCn1nc(C)c(NC(=O)c2cc(Br)ccc2Cl)c1C	107	2	6	-2.4	1.2	1	-2	0	-0.1	0
O=C(c1ccc(NS(=O)(=O)c2cccs2)cc1)N1CCCCC1	95	-7	10	3.2	1.5	1	7	-2	-0.1	2

Ordered by the number under Redox H2O2 prof (highest first): four of the compounds above.
| structure | Redox H2O2 prof |
| --- | --- |
| CCCCNC(=S)N1CCN(C)CC1 | 0.4 |
| O=S(=O)(c1ccccc1)N1CCC(N2CCCCCC2)CC1 | 0.2 |
| O=C1N(CN2C(=O)C3(OCCO3)c3ccccc32)c2ccccc2C12OCCO2 | -1.1 |
| COc1ccc(C2=NN(c3nc(C(=O)O)cs3)C(O)(C(F)(F)F)C2)c(OC)c1 (configuration not stated) | -1.9 |

Other entries follow:
SMILES	STAT1 activator	APP transl inh	G6PDH CS	Redox H2O2 prof	NF-kB expr up	FLuc stim CS	APP 5'UTR act	HMGR II inh	Hsp70 activator	FLuc inhib CS
CC(C)(C)C(=O)CSc1ncnc2sc3c(c12)CCC3	96	-8	-4	-1.5	1	1	8	-3	-0.1	3
Cc1nn(CC2CC2)c(=O)n1-c1ccc(Cl)cc1	105	8	9	0.0	1.1	1	-8	4	-0.2	-3
CC1=C(C(=O)Nc2ccccn2)C(c2ccccc2Cl)NC(=S)N1 (configuration not stated)	125	-36	3	0.1	1.4	1	37	-2	-0.1	0
Cc1ccc(Cl)cc1NC(=O)c1ccccn1	110	4	4	1.5	1.2	1	-4	-11	-0.1	4
Cc1nn2c(N)c(C#N)cnc2c1-c1ccc(Cl)cc1	103	2	6	-0.2	0.98	1	-2	-2	-0.6	1
CCC(=O)NC(c1cccs1)c1ccc2cccnc2c1O (configuration not stated)	96	85*	27	-1.6	.	1	-85	-2	-0.3	4
O=C(COC(=O)c1oc2ccccc2c1COc1ccccc1)NCCN1C(=O)CSC1=O	104	-1	-11	0.3	0.91	1	1	-8	-0.3	-3
CC(=O)N1CCc2cc(Br)cc(S(=O)(=O)NCc3ccccn3)c21	99	-15	2	-0.5	1.4	1.1	15	-2	0.1	-7
COCCNC(=S)Nc1ccccc1Cc1ccccc1	102	-2	14	0.6	1.2	1	2	2	1.1	3
O=C(Cn1ncn2cccc2c1=O)N1CCCCC1	99	-5	-5	0.1	1.1	1	5	-1	-0.1	-5
N#CC1=C(N)Oc2cc3ccccc3cc2C1c1cccnc1 (configuration not stated)	104	7	17	-3.0	1.2	1	-7	-3	-0.1	-4
Cn1nc(C(=O)OCC(=O)NC2CCS(=O)(=O)C2)c2ccccc2c1=O (configuration not stated)	99	-11	0	-1.2	1.1	1	11	0	-0.3	-1
CCOC(=O)c1[nH]c(C)c(C(=O)NCCC2=CCCCC2)c1C	122	-30	7	0.4	1.5	1	30	-1	-0.1	-2
O=S(=O)(NCc1ccccc1)c1ccc(S(=O)(=O)N2CCCC2)cc1	93	12	9	-0.1	1.1	1.1	-12	4	-0.1	-6
COc1cc(/C=N/NC(N)=O)ccc1OC(=O)c1ccco1	100	-10	8	-1.1	1.3	1	9	0	0.1	-3
O=C(NCC1CCCO1)c1ccccn1 (configuration not stated)	103	-12	2	2.6	1.3	1.1	12	-1	-0.3	-9
CCN(c1ccccc1)S(=O)(=O)c1ccc(OC)c(N=N/C(C(=O)Nc2ccccc2)=C(/C)O)c1	105	-3	2	0.5	0.92	1	3	-3	-0.2	-4
Cc1ccc(S(=O)(=O)N2CCC(C(=O)N3CCN(Cc4ccccc4)CC3)CC2)cc1	110	2	-14	-0.2	0.99	1	-2	0	-0.3	-2
Nc1nn(-c2ccccc2)nc1C(=O)OCc1ccccc1F	110	20	8	0.2	1.2	1	-20	-4	-0.2	1
CCC(C)[C@@H](NC(=O)OC(C)(C)C)c1nnc(S(=O)(=O)Cc2cccc(C)c2)o1 (some centres not stated)	84	21	3	-0.1	1.1	1.1	-21	6	0.4	-6
COc1ccccc1OCC(=O)NCCNC(=O)COc1ccccc1OC	102	-9	-3	1.7	1.1	1.1	9	-6	-0.3	-5
Cc1nc(CC(=O)c2c(C)cc(O)cc2O)cs1	104	1	7	-0.5	0.97	1	-1	-1	-0.3	1
Cc1c(C(=O)NC2CCCc3ccccc32)oc2ccccc12 (configuration not stated)	90	6	1	-0.5	1.1	1	-6	-7	-0.4	-4
CCN(CC)S(=O)(=O)c1cc(C(=O)OCC(=O)c2ccc3c(c2)NC(=O)CO3)ccc1F	100	7	4	-0.4	0.8	1.1	-7	-4	-0.4	-10
COc1ccc(O)c(-c2cc(-c3cccc(Br)c3)n[nH]2)c1	102	-85	4	2.5	3.4*	1	85	0	0.4	-2
CC(C)(C)C1CCC(=NNC(=O)c2cc3c(s2)CCCC3)CC1 (configuration not stated)	99	3	9	0.9	1.2	1.1	-3	-1	-0.4	-9
COCCCNC(=O)Nc1ccc(F)cc1F	98	0	2	-0.4	1.1	1.1	0	-7	-0.2	-8
O=S(=O)(c1ccccc1)N(CC(O)Cn1c2ccccc2c2ccccc21)c1ccccc1 (configuration not stated)	95	-5	3	-3.6	0.89	1.1	5	-3	-0.2	-5
O=C1CSC(=S)N1c1cccnc1	99	-27	-2	0.1	1.1	1.1	27	-4	0.1	-7
Cc1cc(C)c2c(c1)[C@@H]1C=CC[C@@H]1[C@H](c1ccc(S(=O)(=O)N3CCOCC3)cc1)N2	103	10	-2	-0.3	1.3	1	-10	-3	-0.1	-2

Going on with the list.
SMILES	STAT1 activator	APP transl inh	G6PDH CS	Redox H2O2 prof	NF-kB expr up	FLuc stim CS	APP 5'UTR act	HMGR II inh	Hsp70 activator	FLuc inhib CS
COCCn1nnnc1C(C(C)C)N1CCOCC1 (configuration not stated)	98	9	0	-0.8	1.1	1	-9	-14	-0.3	-4
CC(C)Oc1cccc(C(=O)C2CCCN(C(=O)c3csnn3)C2)c1 (configuration not stated)	102	-1	11	0.7	1.3	1	1	-2	-0.4	1
CCn1c(SCC(=O)c2cc(C)n(CC3CCCO3)c2C)nc2ccccc21 (configuration not stated)	117	-2	1	0.3	0.75	0.9	2	-5	-0.2	7
CSc1ncc(-c2ccccc2)cn1	121	0	1	-0.5	1.4	0.9	0	1	0.1	7
O=C(O)CC1C(=O)NCCN1CCCc1ccccc1 (configuration not stated)	99	4	-6	-0.7	1.1	1	-4	-6	0.0	-3
CCOC(=O)C(NC(=O)CCl)(Nc1sc(C)c(CC)c1C#N)C(F)(F)F (configuration not stated)	94	-2	2	-0.8	1.4	1.1	2	-3	-0.3	-7
O=C(NC1=NCCS1)c1ccccc1OCc1ccccc1Cl	93	5	2	-0.2	1	1	-5	-6	-0.1	-5
